AHR activator – human AHR activation. P35869. actives 2.5% (n = 320,000). AHR-responsive luciferase reporter cells, luminescence. AID 2796. activation, % at 5 µM; in the data active means activation above about 47%;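 further: 0% = vehicle wells and 100% = reference agonist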
PAFAH2 FP inh – PAFAH2 (human) inhibition; inhibition, % at 3.39 µM; actives 0.99% (n = 340,000); recombinant PAFAH2, FP-rhodamine activity probe, fluorescence polarization; AID 492956;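 active means inhibition above the mean over all tested compounds plus 3 SD, cut at about 30% in these data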;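 further: inhibitors block probe labeling of enzyme so polarization drops; 0% = enzyme with DMSO and 100% = wells lacking PAFAH2 protein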
procasp3 activ – activators of human procaspase-3 | recombinant procaspase-3 D3A, Ac-DEVD-pNA absorbance 405 nm | activation, % at 8.5 µM | actives 0.11% (n = 330,000);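 active means activation above the mean of all tested compounds plus 3 SD, cut at about 21% in these data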;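 further: 0% = DMSO alone and 100% = DMSO wells spiked with extra 5 µM PC-3 D3A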
Target sequence (P42574 whole entry D9A/D28A/D175A): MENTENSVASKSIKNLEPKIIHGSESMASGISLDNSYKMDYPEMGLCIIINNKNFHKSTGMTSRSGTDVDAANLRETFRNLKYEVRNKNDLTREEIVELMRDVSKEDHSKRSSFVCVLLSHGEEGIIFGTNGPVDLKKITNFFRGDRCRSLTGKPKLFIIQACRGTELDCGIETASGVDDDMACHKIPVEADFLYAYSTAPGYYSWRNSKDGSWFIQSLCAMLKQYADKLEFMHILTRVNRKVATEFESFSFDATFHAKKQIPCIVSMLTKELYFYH
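Test system: Procaspase-3 D3A mutant; medium: Zinc-free HEPES/NaCl buffer with 0.01% Triton X-100 at pH 7.4; reagent: DEVD-pNA substrate; doses: one concentration, 8.5 µM nominal, 0.8% DMSO; times: 1 h preincubation plus 2 h reaction at 25 °C; signal: Epi-absorbance at 405 nm of released p-nitroaniline, 0 and 120 min; replicates: singlicate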
TPT1 inh – C. albicans TPT1 enzyme inhibition; recombinant caTPT1, FP RNA substrate dephosphorylation; inhibition, % at 5 µM; actives 0.81% (n = 300,000); AID 1962;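 active means inhibition above the mean of all tested compounds plus 3 SD, set per screening campaign, cut at about 24% in these data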;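 further: plate controls were DMSO alone for no effect and ferristatin control at 100 nM for full effect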
PP1 inh – PP1-alpha (human) inhibition in PP5 counter-screen; AID 2235; P62136; inhibition, % at 6.7 µM; actives 0.9% (n = 320,000); purified PP1alpha, OMFP fluorescence;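 active means inhibition above the mean inhibition of all tested compounds plus 3 SD, computed separately for each screening campaign, cut at about 15% in these data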
Target sequence (P62136 whole entry, looked up): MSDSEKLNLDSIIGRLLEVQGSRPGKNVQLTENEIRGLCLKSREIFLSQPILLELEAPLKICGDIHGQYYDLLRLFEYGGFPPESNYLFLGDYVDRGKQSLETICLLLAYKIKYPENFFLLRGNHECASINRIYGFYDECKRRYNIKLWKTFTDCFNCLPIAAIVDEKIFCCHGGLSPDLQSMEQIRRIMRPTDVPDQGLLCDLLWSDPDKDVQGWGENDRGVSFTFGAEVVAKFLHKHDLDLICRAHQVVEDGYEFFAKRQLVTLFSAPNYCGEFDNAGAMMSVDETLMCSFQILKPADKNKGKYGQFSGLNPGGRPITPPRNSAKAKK
PP5 inh – inhibitors of human protein phosphatase 5 (PP5). P53041. inhibition, % at 6.7 µM. purified PP5c, OMFP substrate fluorescence. actives 0.18% (n = 320,000). AID 1987;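 active means inhibition above the campaign's mean inhibition across all tested compounds plus 3 SD, cut at about 9.5% in these data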;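 further: 0% = DMSO only and 100% = 100 µM cantharidin control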
core dimer inh – blocks dimerization of HCV core protein. AID 1899. inhibition, % at 5 µM. TR-FRET GST/Flag-core106 dimerization, 1536-well. actives 0.33% (n = 300,000);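 active means inhibition above the mean of all tested compounds plus 3 SD, set per screening campaign, cut at about 45% in these data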
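System: GST-tagged and Flag-tagged HCV core protein residues 1-106 / Input: core106 proteins, GST 13.5 nM and Flag 17 nM / Buffer or medium: KF-containing HEPES buffer, pH 7.45, DTT, CHAPS, BSA / Probe or stimulus: Eu-anti-GST and XL665-anti-Flag labelled anti-tag antibodies / Schedule: 4 h, 22.5 °C incubation / Technique: TR-FRET 671 and 617 nm emission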
procasp7 counter – counter-screen for procaspase-3 activators: activators of human procaspase-7; P55210; AID 463210; actives 0.093% (n = 330,000); activation, % at 8.5 µM; recombinant procaspase-7, Ac-DEVD-pNA absorbance 405 nm; D23A/D198A/D206A triple mutant, cannot self-cleave; scale: DMSO 0, 5 µM enzyme 100;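 active means percent activation above the screen-wide mean plus 3 SD, cut at about 25% in these data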
Target sequence (P55210 whole entry D23A/D198A/D206A): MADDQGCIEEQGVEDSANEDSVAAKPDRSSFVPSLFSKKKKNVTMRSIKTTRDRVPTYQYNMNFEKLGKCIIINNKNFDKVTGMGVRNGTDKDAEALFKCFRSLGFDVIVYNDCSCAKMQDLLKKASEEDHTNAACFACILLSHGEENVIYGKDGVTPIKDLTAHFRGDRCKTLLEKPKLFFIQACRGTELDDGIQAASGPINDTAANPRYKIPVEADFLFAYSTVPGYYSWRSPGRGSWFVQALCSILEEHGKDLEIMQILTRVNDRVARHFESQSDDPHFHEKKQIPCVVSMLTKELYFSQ
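Replicates: singlicate. Assay system: Procaspase-7 triple mutant (PC-7 D3A). Signal: 405 nm absorbance of p-nitroaniline. Times: 1 h preincubation, 2 h reaction. Buffer or medium: Zinc-free HEPES pH 7.4 with 300 mM NaCl, 0.01% Triton X-100. Also added: DEVD-pNA substrate. Benchmarks: DMSO wells as 0%, DMSO with 5 µM added PC-7 as 100%.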
CTSL1 counter – cathepsin L1 inhibition, PFM18AAP counter-screen; recombinant F. hepatica cathepsin L1, Z-Leu-Arg-MCA fluorescence; inhibition, % at 5.96 µM; actives 0.49% (n = 300,000);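 active means inhibition above the mean of all tested compounds plus 3 SD, set per screening campaign, cut at about 17% in these data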;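 further: 0% = plate median of test compound wells and 100% = 1 µM Z-Phe-Ala-diazomethylketone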
Numbers without * were called inactive; . = not tested or not shown. This is a random part of the collection; any-hit rate near 5.6%.

SMILES	AHR activator	PAFAH2 FP inh	procasp3 activ	TPT1 inh	PP1 inh	PP5 inh	core dimer inh	procasp7 counter	CTSL1 counter
O=C(CC1SC(N2CCCC2)=NC1=O)Nc1ccc(C(=O)N2CCN(c3cccc(Cl)c3)CC2)cc1 (stereo not given)	1.4	1.4	12.2	-0.7	-4.3	0.5	7.8	7.7	-3.3
C/C(=N\NC(=O)c1ccoc1C)c1cccnc1	27.9	5.7	2.5	-1.7	2.2	-0.9	-13.3	9.7	-1.6
COc1ccc(N2CCN(C(=O)Cn3cnc4sc(C)c(S(=O)(=O)N5CCOCC5)c4c3=O)CC2)cc1	-4.9	-3.3	1.8	-0.5	-1.1	-1.5	5.4	7.1	-1.4
Cc1cc(C)c2oc(C(=O)Nc3nnc(C(C)C)s3)cc(=O)c2c1	9.7	-3.2	0.3	-0.7	-0.1	-1.4	3.0	-3.2	1.5
CCc1cccc(NC(=O)CCNC(=O)Cn2ccc3ccccc3c2=O)c1	0.1	10.2	3.3	0.2	-0.3	2.4	-0.7	-12.4	-2.2
COc1c(Br)cc([N+](=O)[O-])c(OC)c1C(=O)NC(=O)Nc1cc(Cl)cc(Cl)c1	1.4	-3.9	2.3	-2.1	-5.0	1.9	5.3	-0.1	-4.9
Cc1ccc(NC(=O)COC(=O)c2ccccc2Nc2ccccc2)cc1	0.1	-2.3	11.1	2.1	0.9	-0.6	2.1	5.8	-0.2
COc1cc2c(cc1OC)C(c1ccccc1)N(C(=O)c1ccccc1)CC2 (stereo not given)	9.0	-0.9	-2.6	-3.2	-0.2	-0.8	16.0	7.3	-11.0
Cc1cc(C)n(CC(C)NCc2cn[nH]c2-c2cccc3ccccc23)n1 (stereo not given)	5.1	0.0	3.5	1.8	-2.3	-3.8	-2.9	0.2	5.5
Cc1ccc(-c2nnn(CC(=O)N(Cc3cccs3)C(C(=O)NC3CCCC3)c3ccncc3)n2)cc1 (stereo not given)	-1.9	10.3	-10.3	5.7	5.2	2.9	13.2	-12.3	5.7
Cc1cc(C)nc(SCC(=O)NC(=O)c2ccccc2O)n1	0.4	-18.1	7.4	.	.	.	.	6.7	.
O=C(NCCN1CCOCC1)c1cc([N+](=O)[O-])cc([N+](=O)[O-])c1	-0.4	-2.2	-1.8	-4.2	-2.5	0.7	-11.0	3.0	3.3
COc1n[nH]c(C(=O)Nc2cc(Cl)ccc2Cl)c1[N+](=O)[O-]	38.8	7.9	2.6	1.2	3.2	3.2	3.5	9.1	-1.1
Cc1sc(NC(=O)CSc2nnc(COc3ccc(Cl)cc3)n2C)c(C#N)c1C	5.0	-1.5	7.6	16.4	-1.6	0.9	-0.1	-4.0	10.5
Cn1c(=O)[nH]c(=O)c2c1nc(NCc1ccccc1)n2CC(O)c1ccccc1 (stereo not given)	45.3	0.6	6.8	1.9	-3.7	-1.4	-2.3	3.9	3.7
O=C(C1CCCN(S(=O)(=O)c2ccc(Br)s2)C1)N1CCN(c2ccccc2)CC1 (stereo not given)	0.3	7.4	4.5	-0.8	2.6	1.0	9.3	4.7	3.9
Cc1ccc(S(=O)(=O)N2CCCC2C(=O)Nc2nc3ccccc3s2)cc1 (stereo not given)	5.2	-11.4	2.7	3.9	-3.7	-0.6	3.0	1.7	2.7
COc1ccccc1CNC(=O)C(NC(=O)c1ccccc1C)C(C)C (stereo not given)	0.3	1.8	4.7	-6.3	-1.3	3.6	1.9	-9.2	-1.7
CCOC(=O)N1CCc2[nH]c3ccc(C)cc3c2C1	0.5	6.8	-1.7	-17.9	-4.1	2.1	-4.4	-16.0	-3.3
CC1(C)C(=O)Nc2ccccc2N1C(=O)COC(=O)c1cc([N+](=O)[O-])ccc1N	8.3	-2.4	-3.4	1.4	-1.6	-0.4	-1.0	0.5	8.3
C=CCNC(=O)NC(=O)c1csc([N+](=O)[O-])c1	-0.6	-3.5	-3.7	-2.1	-5.3	0.5	0.1	4.1	-3.3
COc1cccc(NC(=O)Cn2nnc(-c3ccccc3N)n2)c1	0.4	7.0	-0.8	-1.2	-0.7	0.7	-4.3	2.0	2.0
Cc1cccn2c(=O)c3cc(C(=O)NCCN4CCOCC4)c(=N)n(CCc4ccccc4)c3nc12	-6.2	4.7	-13.2	0.6	-1.2	1.3	3.1	-10.7	-1.9
COc1ccc(-c2oc3ccc(-c4ccc(OC)nc4)cc3c2-c2ccc(OC)cc2)cc1	-0.5	-8.5	11.5	-0.8	-2.4	-1.1	-20.8	5.4	2.4
CCOC(=O)c1cccc(N/C=C/C(=O)c2ccc(OC)c(OC)c2)c1	-1.9	-7.3	-6.7	5.5	-3.7	0.6	1.9	3.6	3.0

Next part
SMILES	AHR activator	PAFAH2 FP inh	procasp3 activ	TPT1 inh	PP1 inh	PP5 inh	core dimer inh	procasp7 counter	CTSL1 counter
Cc1ccc(C(=O)NCC(=O)N(C)CC(=O)Nc2ccccc2Br)s1	0.9	-1.0	9.2	.	-2.5	1.7	.	-7.5	.
COc1ccc(N(C)S(=O)(=O)c2cccc(C(=O)NC3CCC(C)CC3)c2)cc1 (stereo not given)	4.8	0.5	1.2	3.5	0.2	6.1	9.7	-2.6	1.3
CC1CCCCC1NC(=O)c1c(O)nc2ccccn2c1=O (stereo not given)	-1.1	3.7	0.6	-0.4	-1.1	0.1	-4.0	10.3	7.6
CCN(CC)c1nc(-c2ccccn2)nc(-c2ccccc2)c1C#N	-6.6	5.4	-5.2	-0.7	5.4	4.1	2.1	-12.0	-0.4
CCOc1ncccc1C(=O)Nc1cc(S(=O)(=O)N2CCOCC2)ccc1N1CCCC1	0.6	-4.2	2.9	1.9	-0.6	-0.5	-1.1	5.8	13.5
O=C(CSc1ncccc1-c1nc2ccccc2[nH]1)NC1CC1	3.5	-6.2	2.2	3.3	4.9	2.3	7.1	9.3	4.8
Cc1cccc(OCC(O)Cn2c(-n3nc(C)cc3C)nc3c2c(=O)[nH]c(=O)n3C)c1 (stereo not given)	6.7	3.3	0.7	-6.9	-3.3	-0.7	-3.0	3.8	-2.9
O=C1[C@@H]2C(c3cccnc3)=NO[C@@H]2C(=O)N1c1ccc(Cl)cc1Cl	-0.6	0.9	2.2	-1.4	4.3	1.0	2.5	1.9	-4.3
COc1cccc(C(=O)NC(=S)Nc2ccc3c4c(cccc24)CC3)c1	66.7*	-4.1	6.5	0.3	-1.5	4.2	3.0	-8.1	0.4
Cc1ccc(C)c(NC(=S)NCCc2ccc(F)cc2)c1	0.9	1.5	0.9	-1.8	-7.8	3.7	11.9	7.9	-1.8
CCOC(=O)c1ccccc1NC(=O)c1ccc2nc[nH]c2c1	0.7	7.8	7.5	0.2	1.9	3.1	-5.7	2.1	-12.2
O=C(O)c1cccc(NS(=O)(=O)c2ccc3c4c(cccc24)C(=O)N3)c1	3.7	-3.1	12.9	-2.9	-2.5	-2.0	-4.5	6.0	4.7
CCC(C)NC(=O)CSc1nc2ccccc2c(=O)n1CCCN1CCCCC1 (stereo not given)	-1.5	2.9	1.5	1.3	0.0	3.3	1.7	4.1	-2.2
CC(C)Cc1cc(C(=O)Nc2ccc(F)cc2F)no1	-1.5	0.4	-1.2	3.6	1.1	3.6	11.5	0.9	-1.5
COc1ccc(C2=Nn3c([n+](C)c4ccccc43)SC2)cc1	58.8*	-0.1	-12.8	-2.1	-3.7	2.6	-2.0	-14.8	8.0
CCOC(=O)C1=C(Cn2cnc3ccccc32)NC(=O)NC1c1ccc(OC)cc1 (stereo not given)	-0.1	-0.3	1.3	-1.7	-0.7	0.4	1.2	0.6	-2.0
COc1cc(C(=O)N2CCc3ccccc32)ccc1OCc1c(C)noc1C	10.6	-27.1	8.7	-6.5	-1.8	-1.8	2.2	11.1	-0.7
COCCOc1ccc(C(F)(F)F)cc1NC(=O)COC(=O)c1ccc(N2CCCC2=O)cc1	2.1	5.4	6.1	.	.	.	.	10.2	.
CCN(C(=O)COC(=O)c1ccc2[nH]c3c(c2c1)CCCC3)C1CCS(=O)(=O)C1 (stereo not given)	1.6	3.6	-4.9	-0.6	-7.6	-0.3	0.0	2.9	-3.5
O=c1sc(N2CCN(c3ccccc3F)CC2)nc2ccsc12	-1.4	2.6	-1.3	-5.7	-0.5	-0.2	7.2	1.5	4.1
Cc1cccc(N(CC(=O)N2CCCC2)S(C)(=O)=O)c1	-2.7	12.5	-2.5	-1.2	-1.1	1.2	1.4	-3.4	1.3
Cc1cccc2sc(N(CCCN(C)C)C(=O)c3nc4ccccc4s3)nc12	3.8	-5.5	-4.6	-3.8	-2.0	4.8	-5.7	5.1	-2.9
CCOC(=O)C1=C(C)N(C2CCCCC2)C(=O)C1	-2.4	2.1	8.7	-1.1	-5.1	0.9	-0.9	4.2	-4.4
CC(=O)c1ccc(N2CCN(C(=O)CCCn3c(=S)[nH]c4cc5c(cc4c3=O)OCO5)CC2)cc1	1.6	10.6	3.2	-0.8	-3.1	-2.4	20.6	10.4	5.0
Cc1c(C(=O)N2CCCC2)c(S(=O)(=O)Nc2cccc(Br)c2)c(C)n1C	4.3	-0.7	1.2	2.0	-1.8	0.8	-8.7	6.4	-4.5
COc1ccc(NC(=O)CC(=O)Nc2ccc(OC)cc2OC)c(OC)c1	1.3	1.6	0.7	-1.2	-3.8	0.6	-2.9	4.2	-3.1
COc1ccc(Br)cc1-c1noc(-c2ccccc2)n1	22.7	3.7	-5.0	-5.6	-3.0	3.9	3.1	3.9	2.8
O=c1c2ccccc2oc2nc(-c3ccco3)n(Cc3ccccc3)c(=O)c12	3.3	7.2	3.2	-2.3	-1.6	-0.6	12.6	-6.8	0.7
CCOC(=O)C1=C(CN2CCN(c3ccc(F)cc3)CC2)NC(=O)NC1c1cccs1 (stereo not given)	7.4	3.1	1.0	0.9	4.6	-0.7	23.4	-12.5	0.0
CS(=O)(=O)Nc1ccc(-c2cn3cccnc3n2)cc1	6.8	0.9	11.5	-2.6	0.5	-2.2	-5.4	1.4	0.5

One compound at a time, from the list above:
Entry for `COc1ccc(C2=Nn3c([n+](C)c4ccccc43)SC2)cc1` : AHR activator = 58.8*; PAFAH2 FP inh = -0.1; procasp3 activ = -12.8; TPT1 inh = -2.1; PP1 inh = -3.7; PP5 inh = 2.6; core dimer inh = -2.0; procasp7 counter = -14.8; CTSL1 counter = 8.0
Entry for `CS(=O)(=O)Nc1ccc(-c2cn3cccnc3n2)cc1` : AHR activator = 6.8; PAFAH2 FP inh = 0.9; procasp3 activ = 11.5; TPT1 inh = -2.6; PP1 inh = 0.5; PP5 inh = -2.2; core dimer inh = -5.4; procasp7 counter = 1.4; CTSL1 counter = 0.5
Entry for `Cc1c(C(=O)N2CCCC2)c(S(=O)(=O)Nc2cccc(Br)c2)c(C)n1C` : AHR activator = 4.3; PAFAH2 FP inh = -0.7; procasp3 activ = 1.2; TPT1 inh = 2.0; PP1 inh = -1.8; PP5 inh = 0.8; core dimer inh = -8.7; procasp7 counter = 6.4; CTSL1 counter = -4.5

Bioassay records: PubChem, The Scripps Research Institute Molecular Screening Center
